From PubChem BioAssay
HKDC1 inhibitor – HKDC1 (human) hexokinase inhibition; Q2TB90; recombinant HKDC1, G6PDH/diaphorase resazurin coupled fluorescence; inhibition, % at 20 µM; hit rate 0.16% among 340,000;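 active = inhibition above about 35% when tested at 20 µM, limit read from the data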;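 note: plate controls were DMSO wells with enzyme for no effect and DMSO wells lacking enzyme for full effect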
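test system = in-house recombinant HK5 (HKDC1) enzyme | amount = HKDC1 at 5 µg/mL | control set = DMSO-enzyme wells negative, buffer-substituted wells positive | compound = one dose of 20 µM, 1% DMSO | schedule = reaction time 90 min, room temperature, protected from light | technique = resorufin fluorescence at 613 nm | reagent = glucose with 1 mM ATP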
SENP6 inh – inhibitors of human SENP6 protease | Q9GZR1 | inhibition, % at 10 µM | Recombinant SENP6 catalytic domain, aminoluciferin luminescence | hit rate 1.8% among 330,000;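 active = inhibition above about 50% at the single tested dose, limit read from the data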;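 note: plate controls were DMSO wells with enzyme for no effect and DMSO wells lacking enzyme for full effect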
SENP1 inh – inhibitors of human SENP1 SUMO protease catalytic domain; recombinant SENP1 catalytic domain, CyPet-SUMO1-YPet FRET cleavage; inhibition, % at 10 µM; hit rate 0.21% among 360,000; AID 624204;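 active = inhibition at least 30% at 10 µM, raw YFP signal under a set limit, fluorescence ratio 0.5 to 1.5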;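 note: 0% = enzyme with DMSO and 100% = no enzyme wells; some results filed as inactive read as strong as hits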
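system = hSENP1 catalytic domain, recombinant | reagent = SFCypet-SUMO1-SFYpet substrate at 25 nM | doses = one dose per compound, 10 µM, 0.5% DMSO | incubation = enzyme reaction for 50 min at room temperature, dark | measured by = FRET, CFP and YFP emission | controls = no-enzyme low, enzyme-DMSO high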
SENP8 block-1 – SENP8 (human) protease inhibition | Q96LD8 | hit rate 0.64% among 360,000 | recombinant SENP8, Nedd8 substrate fluorescence | AID 602440 | inhibition, % at 20 µM; in the data active = inhibition mostly above about 40%, no sharp cut-off; inactive = mostly below about 27%
PfG6PD inh – PfG6PD (Plasmodium falciparum) enzyme inhibition | PfGluPho enzyme, NADPH resazurin-diaphorase fluorescence | inhibition, % at 20 µM | hit rate 0.78% among 350,000 | AID 504690;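 active = inhibition reaching at least a set limit at 20 µM in the primary screen, cut at about 59% in these data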;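 note: 0% = DMSO wells with substrate and 100% = DMSO wells lacking glucose-6-phosphate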
SENP7 inh – blocks the human protease SENP7; recombinant SENP7, Z-RLRGG-aminoluciferin luminescence, 40 min; inhibition, % at 5 µM; hit rate 1.5% among 330,000; AID 434973;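 active = inhibition above about 50% at the single test dose, limit read from the data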;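 note: plate controls were DMSO with enzyme for no effect and no enzyme buffer wells for full effect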
SENP8 block-2 – SENP8 protease inhibition; AID 2540; inhibition, % at 10 µM; purified SENP8, Z-RLRGG-aminoluciferin cleavage, luminescence; hit rate 1.2% among 330,000; in the data active = inhibition above about 50%
Apaf1 inhib – human Apaf-1 inhibition | O14727 | hit rate 0.71% among 330,000 | reconstituted apoptosome caspase-3 activity, DEVD-Rh110 fluorescence | inhibition, % at 20 µM; active = inhibition of at least 40% at 20 µM;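 note: plate controls were DMSO wells for no effect and DEVD-CHO caspase inhibitor wells for full effect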
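detection = Rh110 fluorescence intensity | test system = biochemical Apaf-1 apoptosome reconstitution | also added = cytochrome c and DEVD-Rh110 substrate | schedule = 30 min plus 50 min, RT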
The depositor's hits bear a star; i = inactive; · = no result given.

SMILES | HKDC1 inhibitor | SENP6 inh | SENP1 inh | SENP8 block-1 | PfG6PD inh | SENP7 inh | SENP8 block-2 | Apaf1 inhib
CCCCOc1ccc(C(=O)NCC(=O)N2CC(C)OC(C)C2)cc1 (configuration not stated) | -5 | 1 | 0 | 0 | 4 | 4 | 13 | 13
Cc1cc(C)c(S(=O)(=O)N/N=C/c2ccc([N+](=O)[O-])o2)c(C)c1 | 0 | -15 | -3 | 16 | 25 | -5 | -1 | 4
COc1ccc(C2=NOC(Cn3nc(C(=O)NCc4ccc(OC(F)(F)F)cc4)cc3-c3ccccc3)C2)cc1 (configuration not stated) | -3 | -1 | -1 | 9 | 0 | -4 | 6 | 2
O=c1oc2c3c(nn2c2ccccc12)CCCC3 | -7 | -38 | 1 | -45 | 10 | 1 | 5 | 4
CNc1nc(N)c([N+](=O)[O-])c(NCc2ccccc2)n1 | -6 | -22 | 0 | 24 | 3 | 1 | -2 | -5
CCCCN(Cc1cccs1)S(=O)(=O)c1ccc(-c2ccc(=O)[nH]n2)s1 | 5 | 4 | -3 | -16 | 10 | -2 | -7 | 18
Nc1ccc2nc(SCc3ccc([N+](=O)[O-])cc3)sc2c1 | 7 | 6 | -1 | 11 | 35 | 5 | 3 | -12
CCOC(=O)c1cccc(NC(=O)N2CCOCC2)c1 | -5 | 6 | -1 | -8 | -7 | 5 | 2 | -13
CC(=O)Nc1cc[n+](C(C)C(=O)c2ccc(Br)cc2)cc1 (configuration not stated) | -8 | 1 | 3 | 3 | -6 | 2 | 0 | -11
CCCOn1c(OCC(C)C)nc2ccccc2c1=O | 10 | -10 | 1 | 7 | -22 | -8 | -1 | 6
O=C(c1cccc(C(=O)N2CCN(c3ccccc3F)CC2)n1)N1CCN(c2ccccc2F)CC1 | -3 | -10 | 1 | 32 | 3 | -3 | -2 | 9
CC(C)(NO)/C(=N/O)c1cccs1 | -4 | -5 | 0 | 24 | -6 | -6 | 1 | -4
CCC1=C(OC(=O)N(CC)CC)N2C(=O)OC(=NCCOC)[C@]2(Cc2ccccc2)[C@H]2C1=CC[C@H]1C(=O)N(CC)C(=O)[C@H]12 | 6 | -7 | 7 | 12 | 9 | -6 | -2 | 1
COC(=O)c1ccc(COc2ccc3ccc(=O)oc3c2)o1 | 0 | · | -5 | -162 | -19 | · | · | ·
Cc1cccc(C)c1Nc1c(-c2ccccn2)nc2ccccn12 | 3 | 11 | -14 | -440 | 10 | 8 | 4 | -6
CC1CCN(C(C)C(=O)Nc2ccc(S(=O)(=O)N3CCCC3)cc2)CC1 (configuration not stated) | -6 | 0 | -1 | 7 | -2 | 1 | 9 | 8
OC(c1ccccn1)c1c[nH]c2ccccc12 (configuration not stated) | -3 | -10 | -32 | -25 | 2 | -9 | 3 | 0
CS(=O)(=O)c1ccc(C(=O)NCCN2C(=O)S/C(=C\c3cccnc3)C2=O)cc1[N+](=O)[O-] | 7 | -7 | -3 | 5 | 26 | -5 | -11 | 4
O=C(C1CC1)N1N=C(c2cccc(Br)c2)CC1(O)C(F)(F)F (configuration not stated) | -3 | · | -1 | 16 | 3 | · | · | ·
Cc1cc(OCc2cc(C(=O)N3CCN(CC4CC4)CC3)no2)cc(C)c1Cl | 6 | -17 | -1 | -10 | 14 | -1 | -4 | 19
O=C(c1cccc([N+](=O)[O-])c1)N1CCN(Cc2ccc3c(c2)OCO3)CC1 | -15 | 21 | -1 | 9 | 1 | -1 | 2 | -4
COc1ccc(CNc2nn[nH]n2)cc1OC | 8 | -4 | 0 | 10 | -2 | -7 | 2 | -8
Cc1csc(N(C(=O)CCNC(=O)c2ccc([N+](=O)[O-])cc2)c2ccccc2)n1 | -6 | -20 | 2 | 24 | -8 | 8 | -2 | 10
CCCCN(C(=O)c1nn(C)c(=O)c2ccccc12)c1c(N)n(CCC)c(=O)[nH]c1=O | -6 | -2 | -2 | 1 | 5 | 2 | 0 | 1
Cc1ccc(CS(=O)(=O)c2ncc(Cl)c(C(=O)Nc3nnc(C)s3)n2)cc1 | 8 | -6 | 3 | 8 | -19 | -2 | -9 | -5
Cc1cccnc1NC(=S)Nc1ccc(Cl)c(Cl)c1 | 6 | 2 | -2 | 9 | 0 | -6 | -9 | -1
Cc1cc(Nc2cnc3ccccc3n2)n(-c2ccccc2)n1 | -5 | 4 | 5 | -283 | 1 | 4 | 1 | 14
O=C(CN1C(=O)c2ccccc2S1(=O)=O)NCCC1=CCCCC1 | -2 | 4 | 4 | 21 | 1 | 5 | -2 | -7
O=C(CN1CCOCC1)N1CCc2ccccc2C(c2ccccc2)C1 (configuration not stated) | -5 | -19 | 2 | 8 | -4 | -5 | -6 | -4
CCCCNC(=O)c1onc(CCl)c1C(=O)OC | -6 | -5 | 1 | 8 | 16 | 8 | -13 | 1
CCOC(=O)N1CCN(CC(=O)Nc2ccc([N+](=O)[O-])cc2C(=O)Nc2ccccc2F)CC1 | -3 | -10 | 1 | 18 | 0 | -1 | 1 | -3
N#CC1(c2ccccc2)CCC(=NO)CC1 (configuration not stated) | 3 | 0 | 0 | 16 | 5 | -6 | -2 | -3
COc1cc(OC)c2c(N)c(C#N)c(C(F)(F)C(F)(F)F)nc2c1 | -3 | -12 | 0 | -455 | 5 | 5 | -2 | -12
C/C(=N\N)c1c(-c2ccccc2)c2cc(C)ccc2[nH]c1=O | -2 | -7 | 2 | 12 | -8 | 7 | -2 | 8
CC(=O)n1cc(-c2ccncc2)c2ccccc21 | 5 | 4 | 0 | 2 | 22 | -6 | 6 | -2
N=C1/C(=C\c2ccc(-c3ccc(C(=O)O)cc3)o2)C(=O)N=C2SC=C(c3ccccc3)N12 | 40* | · | -31 | -94 | 22 | · | · | ·
Cn1c(=O)[nH]c(=O)c2c1nc(NCc1ccccc1)n2Cc1ccc(F)cc1 | -6 | -1 | 3 | 7 | -3 | 0 | -1 | 5
CCN1CCN(C(=O)c2ccc(OC)c(S(=O)(=O)Nc3ccc(C)cc3)c2)CC1 | -3 | 6 | 1 | 13 | -6 | -4 | -2 | -13
COc1ccc2nc(C)cc(N3CCN(S(=O)(=O)c4ccccc4F)CC3)c2c1 | -7 | -7 | -1 | -116 | 8 | 0 | 10 | 6
CCOC(=O)c1cc(C(=O)c2cc(Cl)ccc2O)coc1=N | -4 | 11 | -90 | -254 | 3 | 4 | 1 | 10
CC1CN(C(=O)Nc2ccc3c(c2)OCO3)CC(C)O1 (configuration not stated) | 8 | -1 | 0 | 16 | 28 | -6 | 1 | 2
CCOC(=O)N1CCN(Cc2nnc(-c3cccc(Br)c3)o2)CC1 | -9 | -8 | 2 | 14 | -7 | -1 | 0 | -1
COc1ccccc1-c1cccc([C@@H]2C[C@H]3[C@@H](CN2)CON3C)c1 | 2 | · | -41 | -4 | 10 | · | · | ·
CSc1ccccc1NC(=O)CN(C)CC(=O)Nc1cccc(Br)c1 | -3 | -15 | 2 | 15 | 10 | -8 | -1 | 11
Cn1cccc1/C=C1\SC(=S)N(NC(=O)c2ccccc2O)C1=O | 6 | -19 | -69 | 47* | -32 | 0 | 7 | 5
COC(=O)c1cnc(N2CCOCC2)nc1C(F)(F)F | -5 | 7 | 1 | -1 | 1 | -6 | -11 | -8
Cc1cc(C)c2oc(C(=O)Nc3ccc(S(=O)(=O)N4CCCC(C)C4)cc3)cc(=O)c2c1 (configuration not stated) | 3 | 2 | -2 | 10 | -20 | -1 | 0 | -2
O=C(c1cc(S(=O)(=O)NCc2ccco2)ccc1Br)N1CCOCC1 | -5 | -3 | 2 | -2 | -5 | 0 | 4 | -17

The final three compounds of the part above come first, to join the parts:
SMILES | HKDC1 inhibitor | SENP6 inh | SENP1 inh | SENP8 block-1 | PfG6PD inh | SENP7 inh | SENP8 block-2 | Apaf1 inhib
COC(=O)c1cnc(N2CCOCC2)nc1C(F)(F)F | -5 | 7 | 1 | -1 | 1 | -6 | -11 | -8
Cc1cc(C)c2oc(C(=O)Nc3ccc(S(=O)(=O)N4CCCC(C)C4)cc3)cc(=O)c2c1 (configuration not stated) | 3 | 2 | -2 | 10 | -20 | -1 | 0 | -2
O=C(c1cc(S(=O)(=O)NCc2ccco2)ccc1Br)N1CCOCC1 | -5 | -3 | 2 | -2 | -5 | 0 | 4 | -17
CSc1ncc(C(=O)Nc2cccc(S(N)(=O)=O)c2)n1-c1ccccc1 | -8 | -36 | 3 | 7 | 6 | -5 | -5 | 10
COc1ccc(C(=O)OCC(=O)Nc2ccccc2)cc1[N+](=O)[O-] | 19 | -23 | -1 | 6 | -4 | 4 | -3 | 1
O=C(c1ccco1)N1CCN(C(=O)c2ccc(-c3cccc(C(F)(F)F)c3)o2)CC1 | 4 | 2 | -2 | -1 | 8 | 1 | -3 | 13
COc1cccc(CNC(=O)CCCn2c(=S)[nH]c3cc4c(cc3c2=O)OCO4)c1 | -2 | -3 | 2 | -4 | 2 | 2 | 5 | 10
CCCOc1c(Cl)cc(C(=O)NC)cc1OC | -3 | -6 | 1 | 19 | -11 | -1 | 0 | -16
Clc1ccc(C2=CC(c3ccco3)n3ncnc3N2)cc1 (configuration not stated) | 2 | 0 | -17 | i | -3 | 1 | 0 | -1
CCCc1nc(SCC(N)=O)[nH]c(=O)c1CC | 12 | -7 | 1 | 8 | 22 | 6 | -3 | -7
Cn1nc(C(=O)NNC(=O)c2ccccc2F)c2ccccc2c1=O | -4 | 2 | 2 | 10 | -13 | 3 | 5 | -14
CC(=O)c1cccc(NC(=O)C2C3CCC(C3)C2C(=O)O)c1 (configuration not stated) | -3 | -5 | -3 | 10 | 4 | 11 | -2 | -6
COc1ccc(NC(=O)CCCn2c(=O)c3sccc3n(Cc3ccccc3C)c2=O)cc1 | 11 | 0 | 1 | 5 | -10 | 4 | 0 | 0

Arranged by the number under HKDC1 inhibitor (descending): some entries from above.
SMILES,HKDC1 inhibitor
Clc1ccc(C2=CC(c3ccco3)n3ncnc3N2)cc1 (configuration not stated),2
COc1cccc(CNC(=O)CCCn2c(=S)[nH]c3cc4c(cc3c2=O)OCO4)c1,-2
CCCOc1c(Cl)cc(C(=O)NC)cc1OC,-3

Part of the list above, with values under each structure:
Screens in order: HKDC1 inhibitor	SENP6 inh	SENP1 inh	SENP8 block-1	PfG6PD inh	SENP7 inh	SENP8 block-2	Apaf1 inhib
CCCc1nc(SCC(N)=O)[nH]c(=O)c1CC
    12	-7	1	8	22	6	-3	-7
COc1ccc(C(=O)OCC(=O)Nc2ccccc2)cc1[N+](=O)[O-]
    19	-23	-1	6	-4	4	-3	1
CCCOc1c(Cl)cc(C(=O)NC)cc1OC
    -3	-6	1	19	-11	-1	0	-16
